# Assay outcomes: PubChem BioAssay, National Center for Advancing Translational Sciences (NCATS)
# FBPA Giardia inh: qHTS Assay for Inhibitors of Fructose-1,6-bisphosphate Aldolase from Giardia Lamblia; AID 2451, 2010; Potency, µM (top dose mostly 59.6 µM), for the others: at the top dose activity, negative = inhibition, most hits filed as inhibitors; purified Giardia FBPA; hit rate 0.71% among 290,000; note: potency is the fitted concentration of half-maximal effect; nearly all actives have a fitted effect of over 55% in size
# Target sequence (A8B2U2 whole entry, looked up): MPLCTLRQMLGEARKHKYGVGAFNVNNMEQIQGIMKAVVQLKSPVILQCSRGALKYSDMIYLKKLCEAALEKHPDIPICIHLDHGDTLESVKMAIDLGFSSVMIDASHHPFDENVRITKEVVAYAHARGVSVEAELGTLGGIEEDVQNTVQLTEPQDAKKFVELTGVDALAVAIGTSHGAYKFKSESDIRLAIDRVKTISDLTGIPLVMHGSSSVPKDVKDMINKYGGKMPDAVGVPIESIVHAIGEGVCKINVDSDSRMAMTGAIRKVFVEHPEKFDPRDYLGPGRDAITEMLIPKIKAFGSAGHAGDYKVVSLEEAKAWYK
#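 40 nM FBPA preincubated 10 min at RT with compound (up to 57.5 uM final), then substrate plus GAPDH/TPI/NAD/arsenate coupling and diaphorase/resazurin added. Fluorescence read after 20 min at RT, 525/598 nm.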
# Sm TGR inh: qHTS Assay for the Inhibitors of Schistosoma Mansoni Peroxiredoxins | purified TGR, DTNB reduction, TNB absorbance 405 nm | Potency, µM (doses to about 114 µM), inactives show at the top dose activity change, negative = inhibition, actives largely listed as inhibitors | hit rate 3% among 360,000 | AID 485364, 2010; note: potency is the fitted concentration of half-maximal effect; nearly all actives have a fitted effect of over 60% in size
#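 First, TGR (20 nM dispensed) and NADPH were mixed with compound. Second, a 15 min room-temperature incubation followed. Third, further NADPH and then DTNB were added to start the reaction. Finally, TNB absorbance was monitored kinetically.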
# HCMV inh: qHTS Assay for inhibitors of the human cytomegalovirus (HCMV); AID 1259415, 2018; hit rate 4.5% among 410,000; activity change, negative = inhibition, % at 57.5 µM; HFF cells, HCMV-luciferase reporter, 72 h; hits give low values; in the data active = activity change below about -60%; inconclusive = no clear call, values can overlap the other calls; inactive = above about -39%
#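 After 16 h attachment at 37C, HFF cells received test compound and HCMV-luciferase (1 PFU/cell); reporter luminescence read 72 h later, data normalized against buffer-only and known inhibitor Salinomycin.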
# AmpC inh detg: qHTS Inhibitors of AmpC Beta-Lactamase (assay with detergent); P00811; AmpC hydrolysis of nitrocefin, absorbance 480 nm, 0.01% Triton; Potency, µM (titrated, usually from 114 µM), inactives show at the top dose activity change, negative = inhibition, usual class: inhibitors; hit rate 0.041% among 370,000;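 note: potency is the fitted concentration of half-maximal effect; 0% = no-compound wells and -100% = no-enzyme wells; nearly all actives have a fitted effect of over 25% in size; some results filed as inactive show a strong effect at the top dose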
# Target sequence (P00811 whole entry, looked up): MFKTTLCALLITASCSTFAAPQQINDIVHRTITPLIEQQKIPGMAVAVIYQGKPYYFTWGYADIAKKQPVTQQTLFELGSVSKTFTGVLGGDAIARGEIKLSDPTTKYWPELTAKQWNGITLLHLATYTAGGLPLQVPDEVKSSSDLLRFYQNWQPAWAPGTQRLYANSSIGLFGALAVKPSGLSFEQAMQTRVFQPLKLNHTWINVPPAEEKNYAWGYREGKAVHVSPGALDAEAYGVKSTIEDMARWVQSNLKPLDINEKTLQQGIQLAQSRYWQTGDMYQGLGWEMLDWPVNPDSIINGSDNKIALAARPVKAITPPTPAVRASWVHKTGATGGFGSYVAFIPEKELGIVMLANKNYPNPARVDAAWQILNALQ
#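 AmpC (5.3 nM in the dispensed reagent) in 20 mM phosphate pH 7.0 with 0.01% (detergent screen) or 0.0001% Triton X-100 was preincubated with compounds for 15 min at room temperature. Nitrocefin was then added from an 800 uM solution, and hydrolysis was followed at 480 nm.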
# AmpC no deterg: qHTS Inhibitors of AmpC Beta-Lactamase (assay without detergent); P00811; AmpC nitrocefin hydrolysis, absorbance 480 nm, 0.0001% Triton; Potency, µM (titrated, usually from 57.1 µM), without a hit: at the highest dose activity change, negative = inhibition, hits mostly inhibitors; hit rate 0.52% among 330,000; AID 485341, 2010;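 note: potency is the fitted concentration of half-maximal effect; plate controls were no compound for no effect and no enzyme for full effect; nearly all actives have a fitted effect of over 20% in size; some results filed as inactive show a strong effect at the top dose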
#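 20 mM phosphate pH 7.0 + 0.01% (detergent screen) or 0.0001% Triton X-100; 5.3 nM AmpC reagent; cpd preinc 15 min RT; nitrocefin (800 uM stock) to start; A480 q20 s × 4 min; Activity was normalised to no-enzyme and no-compound control wells.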
# HCV inhibitor: qHTS Assay for Inhibitors of Hepatitis C Virus (HCV); hit rate 3.4% among 340,000; Huh7.5.1 HCVcc-Cre infection, luciferase reporter, 44 h; Potency, µM (series often up to 41.8 µM), for inactives: at the top dose activity change, negative = inhibition, most hits filed as inhibitors; note: potency is the fitted concentration of half-maximal effect
#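 Luciferase read-out (15 sec integration) after a 15 min room-temperature substrate step quantifies HCVcc-Cre infection. Cells, 1,000 per well, had compound added 4 h post-plating, then virus at ~0.5 moi, and were cultured 44 h.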
# An asterisk follows results filed as active; ? = inconclusive; . = no result given; & = joins results of further samples; [ ] = another dose, or the depositor's remark. Unless noted, calls come from the whole dose curve; as a rule, active = well fitted curve in the direction sought with a large enough effect; inconclusive = small, poorly fitted or top-dose-only effect, or another doubt; inactive = no such curve, though single readings can be large; an effect the other way counts as inactive or inconclusive. Unless noted, % is set by controls: 0 for no effect and ±100 for the full control effect.
SMILES,FBPA Giardia inh,Sm TGR inh,HCMV inh,AmpC inh detg,AmpC no deterg,HCV inhibitor
CCOc1cccc(N2C(=O)CC(N3CCN(c4nc5ccccc5s4)CC3)C2=O)c1 (centres undefined),1%,?,26,-5%,34%,10%
COc1ccc(C(C)NC(=O)c2ccncc2)cc1 (centres undefined),8%,-16%,24,-18%,-5%,15%
COc1ccc(CC(=O)O/N=C(\N)c2ccccn2)cc1OC,.,-4%,20,1%,-2%,10%
COc1cccc(N2CCN(C(=O)CCCn3c(=O)[nH]c4ccc(Br)cc4c3=O)CC2)c1,.,-3%,-22,-4%,.,.
O=C(CCC1CCCC1)N1CCc2c([nH]c3ccccc23)C1c1ccc(F)cc1 (centres undefined),.,5%,-84*,15%,.,.
CC(=O)NCCC(=O)Nc1cc(S(=O)(=O)N2CCCCC2)ccc1Oc1cccc(C)c1,.,-6%,-32,-1%,-3%,-9%
C[N+](C)(C)C/C=C1/COCO1,-12%,0%,42,-8%,-11%,13%
O=C(NNC(=O)c1ccc(O)cc1O)c1ccc(-c2ccccc2)cc1,-4%,28%,-14,5%,-33%,-6%
Cc1cc(C)cc(C(=O)N(Cc2ccco2)c2c(N)n(Cc3ccccc3)c(=O)[nH]c2=O)c1,.,1%,-3,6%,-12%,24%
COC(=O)c1c(S(=O)(=O)N2CCOCC2)c(C)n(C)c1C,.,-9%,1,-7%,-4%,4%
CC(C)NCC(O)COc1cccc2ccccc12 (centres undefined),-8%&-3%&-11%&-1%,6%,31,2%,-5%,-15%
CC1CCN(C(=O)Cn2c(=O)n(Cc3ccco3)c(=O)c3sccc32)CC1,15%,1%,-5,3%,-9%,1%
Cc1cccc(CCNC(=O)CN(C)S(=O)(=O)c2cnc[nH]2)c1,2%,-12%,38,-3%,-12%,16%
CCOc1cc(N(CC)CC)ccc1/C=C(/C#N)c1nc2ccccc2[nH]1,-9%,12%,-24,0%,-56%,2.5µM*
CN1CCN(c2ccc(S(=O)(=O)N3CCCCC3)cc2[N+](=O)[O-])CC1,0%,1%,-38,?,10%,?
COc1ccc(Cl)cc1N1C(=N)SCC1=O,-1%,0%,13,-5%,-12%,19%
Cc1ccc(C2=NCCn3c2c2ccc([N+](=O)[O-])cc2[n+]3[O-])cc1,.,?,17,-7%,-21%,?
COC(=O)c1ccc(C2Nc3ccc(/C(C)=N/NC(=O)C(OC)c4ccccc4)cc3C3C=CCC32)cc1 (centres undefined),.,7.9µM*,10,-6%,5%,-21%
O=C(CCc1nnc(Cc2c[nH]c3ccccc23)o1)NC1CCCC1,-4%,?,28,2%,0%,22%
Cc1ccc(Cl)cc1NC(=O)CN1C(=O)COc2ccc(S(=O)(=O)N3CCCCCC3)cc21,.,9%,-25,-8%,.,.
CC(C)CC(=O)Nc1cccc(C(C)O)c1 (centres undefined),-3%,-7%,-6,?,-13%,.
COc1cccc(CNCCc2c[nH]c3ccccc23)c1OCc1ccc(F)cc1,-9%,39%[activator],-14,-14%,-9%,?
CCN(CC)CCN(Cc1cc2cc3c(cc2[nH]c1=O)OCCO3)C(=S)NCCCN(C)C,-8%,?,47,-12%,-28%,-13%
O=C(O)C1CCC(=O)N1C(=O)OCc1ccccc1 (centres undefined),-1%,15%,-11,-1%,-15%,1%
O=C(NNC(=O)c1ccccc1O)c1ccco1,-7%,0%,-36,-2%,-21%,-2%
CCOc1ccccc1/C=N/NC(=O)c1cccc(S(=O)(=O)N2CCOCC2)c1,-29%,-5%,12,4%,38%,-18%
CC1CCCCN1CC(O)COCCC12CC3CC(CC(C3)C1)C2 (centres undefined),-6%,5%,-23,5%,39%,?
CC(C)Nc1nc2c(-c3cccc(Br)c3)nnn2c2ccccc12,.,-9%,68,3%,.,.
Cc1ccccc1C(=O)Nc1c(C)nc(Nc2ccccc2)nc1Nc1ccccc1,.,-1%,-37,18%,.,.
Cc1nn(CC(=O)Nc2ccc3c(c2)nc(CN2CCCCC2)n3C)c(=O)c2ccccc12,0%,3%,20,?,-13%,11%&-13%
c1ccc(CSCc2cn3ccsc3n2)cc1,-7%,-6%,31,2%,-30%,-3%
N#Cc1cnn(Cc2ccc(Cl)cc2)c1N,-8%,-2%,0,1%,-8%,21%
CNS(=O)(=O)c1cn(CC(=O)N2CCN(c3ccc(Cl)cc3)CC2)cc1S(=O)(=O)NC,.,5%,0,25%,.,.
C=CCc1cc(Cl)ccc1OCCCNCCO,-27%,-18%,?,-6%,26%,?
CCN(C[C@H]1N[C@@](C)(C(=O)OC)[C@H]2C(=O)N(C)C(=O)[C@@H]12)C(=O)c1ccc(C(C)(C)C)cc1,.,.,-6,.,25%,4%[8.37 µM]
CCc1ccc(OCC(=O)Nc2cc3oc4ccccc4c3cc2OC)c(Br)c1,.,-3%,19,17%,.,.
COc1ccc(NC(=O)C2CCCN(C(=O)NC3CCCCC3)C2)cc1OC (centres undefined),-3%,18%[11.4 µM],-6,-19%,30%,-16%
C=CCNC(=S)Nc1cccc2ccccc12,16µM*,-6%,-4,7%,-14%,2%
CCCOc1ccc(C(CC(=O)O)NC(=O)CC(c2ccccc2)c2ccccc2)cc1 (centres undefined),30%,8%,-19,6%,27%,2%
CNC(=O)COC(=O)c1cc(NC(=O)c2ccco2)c(OC)c(OC)c1,0%,-3%,78,-3%,-6%,10%
Clc1cccc(-c2nnc(-c3ccccc3)o2)c1,3%,0%,129,-4%,-12%,?
CCCC(=O)Nc1ccc(-c2cn3cccnc3n2)cc1,-11%,-16%,49,0%,-10%,5%
CCn1cc(C(=O)N2CCc3ccccc3C2)c(=O)c2cc(S(=O)(=O)N3CCCCC3)ccc21,1%,1%,1,-14%,209%[activator],.
CCCn1c(NC(=S)Nc2ccccc2)nc2ccccc21,-30%,-12%,48,?,-32%,3%
Cc1ncc(S(=O)(=O)C(C)(C)C)c(N)n1,0%,13%,25,9%,-8%,3%
Cn1nccc1C(=O)NC(=S)Nc1sc2c(c1C#N)CCCCC2,-15%,0%,98,?,-23%,7%
Cc1ccc(NC(=O)COc2cccc(-n3cnnn3)c2)cc1[N+](=O)[O-],9%,3%,-3,7%,-45%,?
CCOCCn1ccc2c(OCC(=O)Nc3cccc([N+](=O)[O-])c3)cccc2c1=O,.,6%,6,9%,.,.
NC(=O)CSc1n[nH]c(-c2ccco2)n1,-1%,3%,-18,-3%,-6%,11%
Cc1cc(C)c(S(=O)(=O)Nc2ccc(O)c(Sc3ncn[nH]3)c2)c(C)c1,?,-13%,5,-10%,-59%,0%
CC1(C)N=C(N)NC(Nc2ccccc2Cl)=N1,3%,-10%,-7,-9%,-11%[11.4 µM],-8%
COc1ccc(-c2cc(C(F)F)n3ncc(C(=O)NCC4CCCO4)c3n2)cc1 (centres undefined),1%,0%,-38,?,15%,-19%
COc1ccccc1/C=C/C(=O)OCC(=O)NCCC1=CCCCC1,-2%,1%,11,-5%,-1%[2.29 µM],8%
Cc1ccccc1N1CCN(C2CCCN(C(=O)c3ccnn3C)C2)CC1 (centres undefined),-4%,-31%,6,5%,83%[activator],.
COc1ccc(C)cc1N(C(=O)CNC(=O)c1ccco1)C(C(=O)NC1CCCC1)c1cccnc1 (centres undefined),0%,-2%,-24,-9%,10%,12%
CN(C)S(=O)(=O)c1ccc(C(=O)OCCn2cnc3c2c(=O)n(C)c(=O)n3C)cc1,4%,0%,60,-5%,-3%,?
CCn1c(=O)cc(SCC(=O)NCCC2=CCCCC2)c2ccccc21,-16%,-9%,-39,-10%,16%,8%
CC(C)OP(=O)(OC(C)C)C1(NS(=O)(=O)c2ccc(Cl)cc2)C=C(Cl)C(=O)C(Cl)=C1,12%,0.79µM*,-24,0%,-37%,13%
S=C1NNC2(CC3CC2C2CCCC32)NN1 (centres undefined),?,-13%,-37,?,-12%[11.4 µM],35%[activator]
Cc1ccc(N2CC(C(=O)NCCC3=CCCCC3)CC2=O)cc1 (centres undefined),.,-8%,3,?,2%,17%

# In the list so far, eight contain a Cl atom.
SMILES,FBPA Giardia inh,Sm TGR inh,HCMV inh,AmpC inh detg,AmpC no deterg,HCV inhibitor
COc1ccc(Cl)cc1N1C(=N)SCC1=O,-1%,0%,13,-5%,-12%,19%
Cc1ccc(Cl)cc1NC(=O)CN1C(=O)COc2ccc(S(=O)(=O)N3CCCCCC3)cc21,.,9%,-25,-8%,.,.
N#Cc1cnn(Cc2ccc(Cl)cc2)c1N,-8%,-2%,0,1%,-8%,21%
CNS(=O)(=O)c1cn(CC(=O)N2CCN(c3ccc(Cl)cc3)CC2)cc1S(=O)(=O)NC,.,5%,0,25%,.,.
C=CCc1cc(Cl)ccc1OCCCNCCO,-27%,-18%,?,-6%,26%,?
Clc1cccc(-c2nnc(-c3ccccc3)o2)c1,3%,0%,129,-4%,-12%,?
CC1(C)N=C(N)NC(Nc2ccccc2Cl)=N1,3%,-10%,-7,-9%,-11%[11.4 µM],-8%
CC(C)OP(=O)(OC(C)C)C1(NS(=O)(=O)c2ccc(Cl)cc2)C=C(Cl)C(=O)C(Cl)=C1,12%,0.79µM*,-24,0%,-37%,13%

# (more compounds)
SMILES,FBPA Giardia inh,Sm TGR inh,HCMV inh,AmpC inh detg,AmpC no deterg,HCV inhibitor
COc1ccc(CC(=O)Nc2cccc(S(=O)(=O)N3CCCC3)c2)cc1OC,.,12%,-85*,8%,-1%,4.5µM*
CC(=O)N1CCN(C(=O)C2(NC(=O)Nc3ccccc3Cl)CCCCC2)CC1,3%,2%,18,0%,1%,-3%
Cc1ccc(C(=O)Nc2ccc(C)c(S(=O)(=O)N(C)C)c2)s1,-1%,-11%,76,-7%,-56%,?
Nc1nccnc1C(=O)OCC(=O)C12CC3CC(CC(C3)C1)C2,.,-3%,-8,?,-22%,-9%
O=C(CNC(=O)c1ccc(Cl)cc1)NCC(F)(F)F,6%,4%,13,-4%,-18%,16%
C1=C(c2c[nH]c3ccccc23)CCN(Cc2ccccc2)C1,4%,7%,-97*,1%,-24%,?
COc1cc(OC)c(C(=O)OCC(=O)Nc2cc(C)on2)cc1OC,1%,-9%,20,-2%,-2%,-8%
CC(=O)Nc1ccc(C(=O)COC(=O)CCN2C(=O)C3CC=CCC3C2=O)cc1 (centres undefined),16%,14%,8,4%,-7%,-1%
O=C(Cn1c(-c2cscn2)nc2ccccc21)Nc1cc(F)ccc1F,5%,6%,-5,5%,-8%,?
CCCCN(C(=O)COC(=O)c1ccc(C=O)cc1)c1c(N)n(CCC)c(=O)[nH]c1=O,.,-11%,0,?,-7%,26%
CN(CCc1ccccn1)C(=O)CCC1CCCN(C(=O)c2ccsc2)C1 (centres undefined),5%,0%,-17,-7%,-3%,26%

# The order is random (roughly 9.9% active in at least one column).
